# MEX-5 binding: C. elegans MEX-5 TCR-2 RNA binding activity | MEX-5/FITC-TCR2 RNA binding, fluorescence polarization; hits give low values | activity score (negative = inhibition of binding), % at 10 µM | 300,000 compounds, 0.38% hits;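 active means inhibition past about -25% in most replicates, and total fluorescence under double the plate's negative control median, limit read from the data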;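 further: 0% = DMSO and -100% = 5 µM competing unlabeled TCR2 RNA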
# Fam108B counter: Fam108B inhibition, counter-screen for RBBP9 inhibitors; inhibition, % at 9.51 µM; 300,000 compounds, 0.33% hits; recombinant Fam108B, FP-Rh probe fluorescence polarization;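 active means inhibition above the screen mean inhibition plus 3 SD, computed separately per campaign, cut at about 18% in these data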;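 further: inhibitors lower polarization as less probe binds the enzyme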
# MCL1-BIM inh: MCL1-BIM-BH3 interaction inhibition (human). inhibition, % at 10.9 µM. GST-MCL1 / FITC-Bim-BH3 fluorescence polarization. 320,000 compounds, 0.68% hits;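 active means inhibition above the mean inhibition of all tested compounds plus 3 SD, set per campaign, cut at about 40% in these data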;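 further: 0% = DMSO wells and 100% = unlabeled Bim-BH3 peptide control; higher means more loss of mP so more displacement of Bim peptide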
# PME-1 inh: blocks human protein phosphatase methylesterase 1; Q9Y570; recombinant PME-1, FP-Rh probe fluorescence polarization; inhibition, % at 5.9 µM; 320,000 compounds, 0.53% hits; AID 2130;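 active means inhibition above the campaign mean of all compounds plus 3 SD, cut at about 26% in these data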;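 further: competitive labeling of PME-1 active site by serine hydrolase directed probe; 0% = PME-1 with DMSO and 100% = wells lacking PME-1 enzyme; inhibitors block probe labeling so polarization falls and inhibition rises; many of its hits are not listed in these tables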
# Target sequence (Q9Y570 whole entry, looked up): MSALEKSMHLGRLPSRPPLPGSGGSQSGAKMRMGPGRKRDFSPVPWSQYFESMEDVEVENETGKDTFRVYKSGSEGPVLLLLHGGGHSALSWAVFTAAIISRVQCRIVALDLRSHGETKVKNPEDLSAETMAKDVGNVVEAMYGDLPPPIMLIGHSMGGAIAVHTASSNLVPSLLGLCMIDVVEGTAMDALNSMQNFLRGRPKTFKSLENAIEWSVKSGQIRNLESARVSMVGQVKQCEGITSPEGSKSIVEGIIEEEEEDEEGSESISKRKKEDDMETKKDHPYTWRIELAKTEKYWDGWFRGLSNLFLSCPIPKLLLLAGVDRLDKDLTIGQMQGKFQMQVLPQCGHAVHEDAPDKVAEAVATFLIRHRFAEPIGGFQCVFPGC
# PAFAH1B2 inh: blocks human PAF acetylhydrolase 1b catalytic subunit 2; P68402; recombinant PAFAH1B2, FP-rhodamine activity probe, fluorescence polarization; inhibition, % at 3.39 µM; 340,000 compounds, 1.2% hits; AID 492953;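 active means inhibition above the mean of all tested compounds plus 3 SD, cut at about 24% in these data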;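 further: 0% = enzyme with DMSO and 100% = wells lacking PAFAH1B2; many of its hits are not listed in these tables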
# Target sequence (P68402 whole entry, looked up): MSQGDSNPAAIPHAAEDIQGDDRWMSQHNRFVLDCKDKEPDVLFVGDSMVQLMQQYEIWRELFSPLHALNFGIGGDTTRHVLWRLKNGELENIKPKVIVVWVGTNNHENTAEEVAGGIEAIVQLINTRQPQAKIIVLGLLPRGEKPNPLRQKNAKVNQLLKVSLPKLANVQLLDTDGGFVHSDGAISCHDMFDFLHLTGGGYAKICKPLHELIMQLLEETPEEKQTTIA
# AHR act: human AHR activation; P35869; AHR-responsive luciferase reporter cells, luminescence; activation, % at 5 µM; AID 2796; 320,000 compounds, 2.5% hits; in the data active means activation above about 47%;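 further: 0% = vehicle wells and 100% = reference agonist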
# Bcl-xL primary: inhibitors of human Bcl-xL; Q07817; GST-Bcl-xL / FITC-Bim BH3 peptide fluorescence polarization; inhibition, % at 10.9 µM; 320,000 compounds, 0.7% hits; AID 2129;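 active means inhibition above the mean of all tested compounds plus 3 SD, cutoff set per campaign, cut at about 30% in these data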;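 further: 0% = DMSO wells and 100% = unlabeled Bim-BH3 peptide competitor; inhibitors lower millipolarization by displacing the labeled peptide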
# GLD-1 RNA inh: GLD-1-TGE RNA interaction inhibition (C. elegans) | 320,000 compounds, 0.44% hits | AID 2280 | purified GLD-1 + fluorescein TGE RNA, fluorescence polarization | inhibition, % at 5.96 µM;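 active means percent inhibition above a per-plate cutoff, the plate mean of test compounds plus 3 SD, cut at about 30% in these data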;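 further: 0% = DMSO wells with GLD-1 and probe and 100% = wells lacking GLD-1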
# pPAFAH FP inh: pPAFAH (human) enzyme inhibition; inhibition, % at 3.39 µM; recombinant pPAFAH, FP-rhodamine probe fluorescence polarization; AID 463082; Q13093; 330,000 compounds, 1.5% hits;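 active means inhibition above the mean inhibition across the screen plus 3 SD, cut at about 25% in these data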;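 further: inhibitors block binding of the rhodamine activity-based probe so polarization drops; 0% = enzyme with DMSO and 100% = wells lacking pPAFAH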
# Target sequence (Q13093 whole entry, looked up): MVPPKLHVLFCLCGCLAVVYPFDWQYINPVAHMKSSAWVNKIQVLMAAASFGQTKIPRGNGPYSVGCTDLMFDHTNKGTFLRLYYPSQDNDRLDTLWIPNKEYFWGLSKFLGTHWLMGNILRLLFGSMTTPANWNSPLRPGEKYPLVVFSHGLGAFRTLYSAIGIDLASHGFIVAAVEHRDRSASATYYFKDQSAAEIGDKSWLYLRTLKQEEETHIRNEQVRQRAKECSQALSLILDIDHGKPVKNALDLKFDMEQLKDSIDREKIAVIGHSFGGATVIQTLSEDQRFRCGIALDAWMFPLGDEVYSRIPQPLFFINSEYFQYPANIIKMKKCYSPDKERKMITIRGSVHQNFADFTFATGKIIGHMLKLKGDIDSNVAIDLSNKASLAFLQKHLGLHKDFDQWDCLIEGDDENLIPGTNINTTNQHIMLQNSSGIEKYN
# * = called active by the depositor; . = no result given. Some of the compounds tested (hit frequency here may not be typical).
SMILES,MEX-5 binding,Fam108B counter,MCL1-BIM inh,PME-1 inh,PAFAH1B2 inh,AHR act,Bcl-xL primary,GLD-1 RNA inh,pPAFAH FP inh
Cc1ccc2[nH]c(=O)c(CN(CCCN(C)C)C(=S)NCCc3ccccc3)cc2c1,2.1,2,1,-5,4,16,3,-5,1
COc1ccc(/C=N/NC(=O)c2nc(-c3ccccc3)n(-c3ccccc3)n2)cc1,0.6,-3,3,-11,1,8,7,9,2
COc1ccc(-c2noc(CCCC(=O)N3CCOCC3)n2)cc1,3.4,8,-4,-4,-2,1,1,7,4
CCOc1ccc(NC(=O)C2CCCN(S(=O)(=O)c3cccc4nsnc34)C2)cc1 (stereo not given),-5.9,1,-1,1,0,1,1,-10,0
CCC1=Nc2cc(C(=O)NCCN3CCOCC3)ccc2Sc2ccccc21,5.2,-1,2,5,-1,2,4,-8,1
Cc1ccc(Nc2nc3ccccc3c(=O)s2)cc1C,-0.3,0,6,8,7,5,6,8,1
Cc1ccc(C(=O)N2CCCCC2C(=O)O)cc1S(=O)(=O)N1CCCCC1 (stereo not given),.,.,.,.,3,-2,.,-4,3
Cc1occc1C(=O)NNC(=O)C(c1ccccc1)c1ccccc1,0.9,-1,1,-12,-2,4,-2,1,-5
COc1ccc(CCNC(=O)C2CCC(=O)N2Cc2ccccc2Cl)cc1OC (stereo not given),-1.5,-3,2,4,1,1,5,-1,5
CCOc1ccc(Nc2nc3ccccc3n2C)cc1,1.4,-1,4,0,7,1,4,4,1
O=C(O)CCC(NS(=O)(=O)c1ccc(N2CCCC2=O)cc1)C(=O)O (stereo not given),-2.3,-1,-2,0,2,1,4,2,3
CCCCCCOC(=O)Cc1c(C)nc(N)[nH]c1=O,0.7,1,-2,0,-1,-2,0,2,-2
O=S(=O)(NCCCO)c1ccc2c(c1)Cc1cc(S(=O)(=O)NCCCO)ccc1-2,3.6,-3,-1,1,0,1,-5,-2,-1
Cc1ccccc1OC(C)C(=O)N1CCC(Cc2ccccc2)CC1 (stereo not given),2.3,1,3,9,7,0,7,-2,2
C/C(=N\NC(=O)c1c(Cl)cnn1C)c1cccc(NC(=O)C(C)C)c1,2.5,-1,3,-5,-3,-3,-1,1,2
COc1ccc(OCCOc2ccc(N(C)S(=O)(=O)c3ccccc3)cc2)cc1,.,.,0,-8,5,-1,1,-3,3
CCCN(CC1CC1)c1nc(N)c2c(N)nc(OC)cc2c1C#N,0.0,9,7,14,12,43,13,13,11
CCN(C(=O)COC(=O)c1ccccc1Nc1cccc(C)c1C)C1CCS(=O)(=O)C1 (stereo not given),-0.4,0,-2,0,-7,1,5,-3,15
CN(C)C(=O)CSc1ncnc2scc(-c3ccccc3)c12,0.7,-3,-5,-3,1,-2,2,-5,3
O=C(CN(C(=O)CCC(=O)Nc1ccccn1)c1ccc(F)cc1)NCc1ccco1,2.2,0,-1,6,3,3,2,3,4
CN(C)C(=S)Nc1ccc(Br)cc1Cl,1.3,-2,8,-5,-3,-2,3,-10,-7
CCOC(=O)C1CCN(S(=O)(=O)c2ccc3c(c2)N(C(C)=O)CCO3)CC1,-0.2,0,4,3,0,-1,5,4,7
CC(NS(=O)(=O)c1ccc(CCC(=O)N2CCN(C)CC2)cc1)c1ccccc1 (stereo not given),2.0,0,12,3,4,4,6,2,0
CCC(C)C(=O)Nc1cc(Cl)ccc1C(=O)O (stereo not given),1.0,3,6,-5,2,-1,0,1,1
CCc1cc2ccccc2nc1SCC(=O)Nc1cc(OC)c(OC)cc1C(=O)O,-1.7,2,11,10,14,1,6,7,33*
# Additional entries:
SMILES,MEX-5 binding,Fam108B counter,MCL1-BIM inh,PME-1 inh,PAFAH1B2 inh,AHR act,Bcl-xL primary,GLD-1 RNA inh,pPAFAH FP inh
CN(C(=O)c1cn2ccccc2n1)c1c(N)n(Cc2ccccc2)c(=O)[nH]c1=O,0.4,-3,5,2,-7,-1,2,3,5
O=C(OCc1cc(=O)n2cc(Br)ccc2n1)c1ccc(Cl)c(S(=O)(=O)NCc2ccccc2)c1,0.0,2,-2,17,-6,2,1,3,6
CCCCc1ccc(-n2nnnc2SCC(=O)Nc2cc(OC)c([N+](=O)[O-])cc2C)cc1,-0.9,-16,-6,2,4,15,3,0,5
CCC(=O)Nc1ccc2c(c1)nc1n2CCN(C2CCCCC2)C1,-0.4,4,22,4,5,1,16,7,3
CCc1ccc(C(=O)NNC(=O)CC2OC(=O)c3ccccc32)cc1 (stereo not given),-0.7,-1,-3,-4,0,19,0,2,1
Cc1ccc(Nc2nc(CSc3nnc(-c4ccccc4C)n3C)cs2)cc1,-1.2,-4,-12,18,4,13,-4,3,2
CCOc1ccc2c(c1)OC(c1ccccc1)(C(F)(F)F)NC2=O (stereo not given),1.7,5,4,0,-3,1,-1,8,-1
CCc1cc2c(=O)n(Cc3ccco3)c(SCC(=O)N(C)C3CCS(=O)(=O)C3)nc2s1 (stereo not given),-1.2,0,4,0,1,1,0,4,12
Cc1cccc(Oc2ncnc3oc(-c4ccccc4)cc23)c1C,-1.8,-1,-4,-8,-1,1,1,-2,4
O=C(c1ccc(=O)n(Cc2ccccc2)n1)N1CCN(C/C=C/c2ccccc2)CC1,1.0,3,7,9,-1,4,4,3,2
Nc1ccc(N2CCCCC2)c(Cl)c1,3.9,-4,7,-2,-8,0,8,-2,1
COc1cc(CC(=O)N(C)CC(=O)Nc2ccc(Cl)c(C(F)(F)F)c2)cc(OC)c1OC,2.3,1,-21,-1,9,6,-5,4,21
Cc1cccc(OCC(=O)N(Cc2ccco2)C2CCS(=O)(=O)C2)c1C (stereo not given),1.2,-7,7,-5,3,10,12,0,7
CCC[n+]1cn(/C(C(=S)Nc2cccc(Cl)c2C)=C(/[O-])c2ccc(OC)c(OC)c2)c2ccccc21,1.5,2,7,9,-5,1,8,-5,2
CCc1ccc(CN(C)Cc2nc(Cc3ccccc3)no2)nc1,-3.4,-2,1,-2,5,5,3,1,2
OCCN1CN=C(Nc2nc3ccccc3o2)NC1,0.1,-2,1,0,7,1,-1,-6,1
Fc1ccccc1CSc1nncn1NC/C=C/c1ccccc1,1.2,1,-4,-3,9,3,0,6,4
Cc1cccc(-n2cc(CN(C)Cc3nccn3C)c(-c3cccc(F)c3)n2)c1,1.5,3,-3,1,3,10,2,7,5
COc1ccc(N2C(=NC(C)=O)SC3CS(=O)(=O)CC32)cc1OC (stereo not given),0.0,-3,1,-1,0,2,2,4,-2
Oc1ccccc1-c1cc(C(F)(F)C(F)F)[nH]n1,-2.5,0,1,1,1,1,5,-2,16
CCOC(=O)N1CCN(C(=O)C2CC(c3ccccc3OC)=NO2)CC1 (stereo not given),0.7,3,-2,3,0,-2,4,5,7
CC1CCCN(S(=O)(=O)c2ccc(NC(=O)c3cccc(-n4cnnn4)c3)cc2)C1 (stereo not given),0.8,-5,3,-10,-2,0,2,9,-9
Cc1cc(C)cc(N2CCN(C(=O)N3CCOCC3)CC2)c1,-3.3,3,7,5,3,5,7,-6,4
Cn1c(=O)c2c(nc(SCC(=O)N3CCOCC3)n2C)n(C)c1=O,0.9,-2,2,4,0,0,2,-5,-3
C=CCOn1c(=O)c(-c2ccc(OCC)cc2)[n+]([O-])c2ccccc21,0.8,4,2,0,4,5,2,7,4

# 15 of the compounds above, with values under each structure:
# Every second line gives: MEX-5 binding | Fam108B counter | MCL1-BIM inh | PME-1 inh | PAFAH1B2 inh | AHR act | Bcl-xL primary | GLD-1 RNA inh | pPAFAH FP inh
Nc1ccc(N2CCCCC2)c(Cl)c1
    3.9 | -4 | 7 | -2 | -8 | 0 | 8 | -2 | 1
COc1cc(CC(=O)N(C)CC(=O)Nc2ccc(Cl)c(C(F)(F)F)c2)cc(OC)c1OC
    2.3 | 1 | -21 | -1 | 9 | 6 | -5 | 4 | 21
Cc1cccc(OCC(=O)N(Cc2ccco2)C2CCS(=O)(=O)C2)c1C (stereo not given)
    1.2 | -7 | 7 | -5 | 3 | 10 | 12 | 0 | 7
CCC[n+]1cn(/C(C(=S)Nc2cccc(Cl)c2C)=C(/[O-])c2ccc(OC)c(OC)c2)c2ccccc21
    1.5 | 2 | 7 | 9 | -5 | 1 | 8 | -5 | 2
CCc1ccc(CN(C)Cc2nc(Cc3ccccc3)no2)nc1
    -3.4 | -2 | 1 | -2 | 5 | 5 | 3 | 1 | 2
OCCN1CN=C(Nc2nc3ccccc3o2)NC1
    0.1 | -2 | 1 | 0 | 7 | 1 | -1 | -6 | 1
Fc1ccccc1CSc1nncn1NC/C=C/c1ccccc1
    1.2 | 1 | -4 | -3 | 9 | 3 | 0 | 6 | 4
Cc1cccc(-n2cc(CN(C)Cc3nccn3C)c(-c3cccc(F)c3)n2)c1
    1.5 | 3 | -3 | 1 | 3 | 10 | 2 | 7 | 5
COc1ccc(N2C(=NC(C)=O)SC3CS(=O)(=O)CC32)cc1OC (stereo not given)
    0.0 | -3 | 1 | -1 | 0 | 2 | 2 | 4 | -2
Oc1ccccc1-c1cc(C(F)(F)C(F)F)[nH]n1
    -2.5 | 0 | 1 | 1 | 1 | 1 | 5 | -2 | 16
CCOC(=O)N1CCN(C(=O)C2CC(c3ccccc3OC)=NO2)CC1 (stereo not given)
    0.7 | 3 | -2 | 3 | 0 | -2 | 4 | 5 | 7
CC1CCCN(S(=O)(=O)c2ccc(NC(=O)c3cccc(-n4cnnn4)c3)cc2)C1 (stereo not given)
    0.8 | -5 | 3 | -10 | -2 | 0 | 2 | 9 | -9
Cc1cc(C)cc(N2CCN(C(=O)N3CCOCC3)CC2)c1
    -3.3 | 3 | 7 | 5 | 3 | 5 | 7 | -6 | 4
Cn1c(=O)c2c(nc(SCC(=O)N3CCOCC3)n2C)n(C)c1=O
    0.9 | -2 | 2 | 4 | 0 | 0 | 2 | -5 | -3
C=CCOn1c(=O)c(-c2ccc(OCC)cc2)[n+]([O-])c2ccccc21
    0.8 | 4 | 2 | 0 | 4 | 5 | 2 | 7 | 4

# Carrying on:
SMILES,MEX-5 binding,Fam108B counter,MCL1-BIM inh,PME-1 inh,PAFAH1B2 inh,AHR act,Bcl-xL primary,GLD-1 RNA inh,pPAFAH FP inh
Cc1cccc(C(C)C)c1NC(=O)C(C)OC(=O)Cc1n[nH]c(=O)c2ccccc12 (stereo not given),3.2,0,0,0,8,4,-2,1,-2
Cc1[nH]n(-c2ccccc2)c(=O)c1N=Nc1cccc([N+](=O)[O-])c1,0.7,5,3,-6,5,4,7,-3,2
O=C(N/N=C/c1ccc(O)cc1)/C(=C/c1ccccc1)CCO,0.1,4,11,-8,1,0,3,4,-7
CCN=C(NCC)SC1CC(=O)N(c2ccccc2)C1=O (stereo not given),1.6,2,5,-1,3,0,6,2,-1
Cc1nnsc1C(=O)N/N=C/c1ccccc1,-0.3,-2,-7,1,2,6,1,-3,-4
COC(=O)c1ccsc1NC(=O)c1ccco1,6.7,-4,8,2,-3,3,6,4,-2
COC(=O)c1c(NC(=O)CN2C(=O)c3ccccc3C2=O)sc(Cc2ccc3c(c2)OCO3)c1C,-1.7,-5,-4,-10,0,4,1,12,1
CCc1ccc(NC(=O)c2sc3nc(C)nc(N4CCN(c5ccccn5)CC4)c3c2C)cc1,2.4,-13,-4,-25,3,1,3,3,0
O=C(c1ccccc1)N1CCN(C(=S)NCc2ccco2)CC1,.,1,4,0,7,0,4,2,1
COc1ccc(S(=O)(=O)NC(C)C(=O)Nc2ccccc2)cc1Cl (stereo not given),-6.7,-2,3,7,-5,2,3,7,-4
C=C1c2cc3c(cc2NC(=S)N1Cc1ccccc1)OCO3,3.1,4,7,-2,.,86*,5,9,5
O=C(CN(C(=O)CCC(=O)Nc1ccccn1)c1cccc(F)c1)NCc1ccco1,-0.3,6,1,1,0,1,4,6,4

# Screening data (PubChem BioAssay)
